CXXC DNA block: inhibitors of human MLL CXXC domain-DNA interaction | Q03164 | MLL-CXXC / FITC-HOXA9 DNA fluorescence polarization | Potency, µM (highest dose often 115 µM), for the others: at the top dose activity change, negative = inhibition, most hits filed as inhibitors | actives 0.037% (n = 290,000) | AID 2662; active means well fitted inhibition curve with a large enough effect in the polarisation, with a control signal flat, not every such curve was filed as active; inconclusive means small, poorly fitted or top-dose-only effect, or effect the other way, or a change in a side signal; inactive means no such curve, though single readings can be large or run the other way; the % refers to the polarisation; further: potency means the concentration at half of the fitted maximal effect
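Purified MLL-CXXC (added from a 7 uM solution) was preincubated 5 min at ambient with pinned compounds in 50 mM Tris-HCl pH 7.5, 50 mM NaCl, 1 mM DTT, 0.05% BSA. Fluorescein-labeled HOX-A9 DNA (50 nM solution) followed, 30 min, then polarization read.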
Giardia kill: Giardia lamblia killing; activity change, % at 7.66 µM, hits read low; Giardia lamblia trophozoite viability; actives 0.15% (n = 340,000); in the data active means activity change below about -80%; inconclusive means between about -30% and that limit;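 further: parasites exposed to compound for two days anaerobically before the ATP read; on the % scale 0 is the no-effect control and ±100 the full control effect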
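ATP-content bioluminescence gauges trophozoite survival. Cells (100/well) receive compound and incubate anaerobically for 48 hrs at 37 deg C; detection reagent follows for 15-30 min at room temperature.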
TRPV1 ag: human TRPV1 agonism. Q8NER1. TRPV1-expressing cells, Fluo-8 calcium influx, agonist mode. activation, % at 8.33 µM. actives 0.19% (n = 320,000). AID 540275; in the data active means activation above about 80%; inconclusive means between about 30% and that limit; further: 0% is about no effect
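Fluo-8 calcium influx in TRPV1-expressing cells, kinetic read (ex 480/em 520 nm). Compound added and read 3 min for agonist activity, followed by capsaicin at EC20 final and 2 min further read for enhancement.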
USP2a block: USP2a (human) protease inhibition; O75604; Potency, µM (top dose mostly 38.3 µM), for inactives: top-dose activity change, negative = inhibition, actives largely listed as inhibitors; USP2 core, Ub-CHOP2 coupled fluorogenic reporter, 485/531; actives 0.01% (n = 330,000);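 further: potency means the concentration at half of the fitted maximal effect; plate controls were DMSO wells for no effect and full inhibition by NEM control for full effect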
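USP2 core (10nM final) preincubated 30min RT with compound in 20mM Tris-HCl pH 8.0, 2mM CaCl2, 2mM beta-mercaptoethanol, 0.05% CHAPS; 25nM Ub-CHOP2 plus 25nM reporter substrate added, fluorescence (Ex485/Em531) read after 60min.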
B2AR arrestin: agonists driving beta-arrestin recruitment to human beta2-adrenergic receptor. beta-arrestin recruitment to beta2AR, cell-based reporter. Potency, µM (doses to about 46.1 µM), for the others: at the top dose activation, most hits filed as activators. actives 0.02% (n = 330,000);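 further: potency means the concentration at half of the fitted maximal effect; 0% = DMSO controls and full agonism = EC100 isoproterenol or metaproterenol; nearly all actives have a fitted effect of over 65% in size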
Target sequence (P07550 whole entry, looked up): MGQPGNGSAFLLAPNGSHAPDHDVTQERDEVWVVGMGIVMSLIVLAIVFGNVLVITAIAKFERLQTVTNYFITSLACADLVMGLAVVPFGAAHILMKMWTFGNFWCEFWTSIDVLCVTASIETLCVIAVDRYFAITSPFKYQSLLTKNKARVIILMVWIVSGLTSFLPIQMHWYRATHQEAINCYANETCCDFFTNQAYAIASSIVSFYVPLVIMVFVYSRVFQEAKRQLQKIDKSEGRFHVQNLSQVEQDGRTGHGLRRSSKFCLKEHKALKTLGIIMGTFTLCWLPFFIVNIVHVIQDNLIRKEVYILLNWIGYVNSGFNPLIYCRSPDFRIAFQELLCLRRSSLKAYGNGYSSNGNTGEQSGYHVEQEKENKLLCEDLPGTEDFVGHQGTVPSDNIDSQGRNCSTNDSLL
PKM2 activator: increases activity of human pyruvate kinase M2. P14618. purified PKM2, Kinase-Glo ATP luminescence, activation; response scale: 0% is enzyme alone, no compound. actives 0.34% (n = 260,000). Potency, µM (top dose mostly 57.5 µM), without a hit: top-dose activation, actives largely listed as activators; further: potency means the concentration at half of the fitted maximal effect; on the % scale 0 is the no-effect control and ±100 the full control effect; nearly all actives have a fitted effect of over 55% in size
Target sequence (P14618 whole entry, looked up): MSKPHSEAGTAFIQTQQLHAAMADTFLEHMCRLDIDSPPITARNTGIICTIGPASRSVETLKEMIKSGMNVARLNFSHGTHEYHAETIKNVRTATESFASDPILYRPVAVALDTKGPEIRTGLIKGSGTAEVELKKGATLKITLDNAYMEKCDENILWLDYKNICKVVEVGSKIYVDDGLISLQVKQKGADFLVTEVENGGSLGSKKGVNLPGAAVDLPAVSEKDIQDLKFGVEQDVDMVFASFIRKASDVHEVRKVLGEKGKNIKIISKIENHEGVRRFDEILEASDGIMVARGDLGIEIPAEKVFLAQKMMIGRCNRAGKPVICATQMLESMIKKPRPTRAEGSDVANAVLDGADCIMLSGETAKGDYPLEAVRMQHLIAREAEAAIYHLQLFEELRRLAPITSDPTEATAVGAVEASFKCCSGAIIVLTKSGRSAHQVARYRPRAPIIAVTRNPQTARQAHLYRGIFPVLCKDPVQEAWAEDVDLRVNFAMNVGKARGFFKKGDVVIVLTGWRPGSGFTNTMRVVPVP
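Purified hPK-M2 (>95%) run at intermediate activity with 0.1 mM ADP and 0.5 mM PEP in 50 mM imidazole pH 7.2, KCl, MgCl2; 1 h room temperature. ATP formed read by Kinase-Glo luminescence; normalized to uninhibited and no-enzyme controls.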
GALK inhibitor: blocks human galactokinase activity; actives 0.007% (n = 270,000); AID 1868; Potency, µM (top dose mostly 57.5 µM), without a hit: top-dose activity change, negative = inhibition, hits mostly inhibitors; P51570; Purified GALK, Kinase-Glo residual ATP luminescence; further: potency means the concentration at half of the fitted maximal effect; on the % scale 0 is the no-effect control and ±100 the full control effect
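Compounds were pin-transferred into ATP buffer (35 uM final), then GALK plus galactose (5 nM, 100 uM final) was added. After 1 h at room temperature, Kinase-Glo Plus was added and luminescence read after 10 min.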
Menin MLL FP TR: displaces Texas Red mutant MLL peptide from human menin. actives 0.23% (n = 270,000). Potency, µM (doses to about 61.6 µM), for the others: at the top dose FP activity change, negative = inhibition, usual class: inhibitors. Menin + Texas Red MLL mutant peptide, fluorescence polarization. O00255; active means well fitted inhibition curve with a large enough effect in the polarisation, with a control signal flat, not every such curve was filed as active; inconclusive means small, poorly fitted or top-dose-only effect, or effect the other way, or a change in a side signal; inactive means no such curve, though single readings can be large or run the other way; the % refers to the polarisation; further: potency means the concentration at half of the fitted maximal effect; % of control where 0% means no effect; many of its hits are not listed in these tables
hERG WT inh: blocks the wildtype human KCNH2 potassium channel; U2OS, BacMam KCNH2, thallium flux FluxOr; active compounds read low; AID 720551; activity change, % at 1.84 µM; actives 0.37% (n = 340,000);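 active means maximum activity change below -70%; inconclusive means maximum activity change between -70% and -50%; inactive means maximum activity change above -50%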; further: on the % scale 0 is the no-effect control and ±100 the full control effect
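U2OS cells were transduced with wild-type KCNH2 virus (2.03 x 10^8 / mL) for 4 h at room temperature, then cultured overnight at 37 C. Thallium flux was read with FluxOr dye. Rate constants were normalized to DMSO controls.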
Coupling enz: coupling enzyme interference in Giardia aldolase counter-screen; coupling enzyme system counterscreen, AmpLite Red fluorescence; activity change, negative = inhibition, % at 58.2 µM, hits read low; actives 0.67% (n = 290,000); in the data active means activity change below about -30%; further: on the % scale 0 is the no-effect control and ±100 the full control effect
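Final compound at 57.5 uM, incubated 10 min at RT with coupling enzyme reagent (glyceraldehyde-3-phosphate), then 20 min with substrate and AmpLite Red detection. Fluorescence read at 525/598 nm; tests interference with the coupling assay, not aldolase inhibition.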
KCNH2 3.1 block: KCNH2 3.1 (human) potassium channel inhibition | U2OS KCNH2 3.1, thallium flux FluxOr; active compounds read low | activity change, % (tested at about 1.8 µM) | actives 0.95% (n = 340,000) | AID 720553;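 active means maximum activity change below -70%; inconclusive means maximum activity change from -70% to -50%; inactive means maximum activity change above -50%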;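 further: thallium influx rate constant from kinetic fluorescence after stimulation buffer; on the % scale 0 is the no-effect control and ±100 the full control effect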
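Thallium flux via FluxOr fluorescence (Red40 quencher, 45 min loading) in U2OS cells virally expressing the KCNH2 3.1 isoform (1.77 x 10^8 /mL virus, overnight at 37 C). Rate constants from 2-min kinetic reads post-stimulation, normalised to positive and negative controls.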
An asterisk follows results filed as active. Unless noted, the call rests on the fitted dose curve; in most records, active means well fitted curve in the direction sought with a large enough effect; inconclusive means small, poorly fitted or top-dose-only effect, or another doubt; inactive means no such curve, though single readings can be large; an effect the other way counts as inactive or inconclusive.

How did CC(NC(=O)CCCCCCN1C(=O)c2ccccc2C1=O)c1ccc2c(c1)CCCC2 (stereo not given) do in these assays?
CXXC DNA block: 4%; Giardia kill: -8; TRPV1 ag: 7; USP2a block: -5%; B2AR arrestin: 0.0%; PKM2 activator: inconclusive; GALK inhibitor: 1%; Menin MLL FP TR: -16%; hERG WT inh: 4; Coupling enz: 4

What do the screens show for `O=c1[nH]c(C2CCN(S(=O)(=O)c3ccc(C(F)(F)F)cc3)CC2)nc2c1nnn2Cc1ccccc1`?
CXXC DNA block: -5%; Giardia kill: 0; TRPV1 ag: 2; USP2a block: 0%; B2AR arrestin: -0.1%; PKM2 activator: 7%; GALK inhibitor: 14%; Menin MLL FP TR: 24%; hERG WT inh: 20; Coupling enz: -1; KCNH2 3.1 block: -24

How did Cc1ccc(S(=O)(=O)Nc2nccs2)cc1[N+](=O)[O-] do in these assays?
CXXC DNA block: 4%; Giardia kill: 3; TRPV1 ag: 0; USP2a block: 1%; B2AR arrestin: -1.3%; PKM2 activator: 17%; GALK inhibitor: 0%; Menin MLL FP TR: 19%; hERG WT inh: 3; Coupling enz: 9; KCNH2 3.1 block: 3

Results for Cc1ccc(S(=O)(=O)Cc2ccc(C(=O)N3CCCC3)o2)cc1 ?
CXXC DNA block: -2%; Giardia kill: -12; TRPV1 ag: 0; USP2a block: -4%; B2AR arrestin: -0.4%; PKM2 activator: 4%; GALK inhibitor: 2%; Menin MLL FP TR: 13%; hERG WT inh: -20; Coupling enz: 3; KCNH2 3.1 block: -11

Results for CCOC(=O)c1ccc(CNC(=O)c2n[nH]c(=O)c3ccccc23)o1 ?
CXXC DNA block: -3%; Giardia kill: -15; TRPV1 ag: -3; USP2a block: 2%; B2AR arrestin: 0.0%; PKM2 activator: 2%; GALK inhibitor: 0%; Menin MLL FP TR: -6%; hERG WT inh: 1; Coupling enz: 1; KCNH2 3.1 block: -2

How did O=C(CO/N=C/c1ccccc1O)NNC(=O)c1ccccc1Cl do in these assays?
CXXC DNA block: -8%; Giardia kill: 0; TRPV1 ag: 1; USP2a block: -1%; B2AR arrestin: -0.6%; PKM2 activator: -9%; GALK inhibitor: -4%; Menin MLL FP TR: -7%; hERG WT inh: 6; Coupling enz: 1; KCNH2 3.1 block: -9

How did O=S(=O)(Cc1ccccc1)N(O)c1ccccc1 do in these assays?
CXXC DNA block: 9%; Giardia kill: 7; TRPV1 ag: -1; USP2a block: 3%; B2AR arrestin: 3.6%; PKM2 activator: 6%; GALK inhibitor: 2%; Menin MLL FP TR: 20%; hERG WT inh: 0; Coupling enz: -7; KCNH2 3.1 block: -6

Results for COc1cccc(C(=O)NC2=NCCS2)c1 ?
CXXC DNA block: 4%; Giardia kill: 4; TRPV1 ag: -2; USP2a block: 2%; B2AR arrestin: -0.7%; PKM2 activator: -13%; GALK inhibitor: -1%; Menin MLL FP TR: 10%; hERG WT inh: -8; Coupling enz: 0; KCNH2 3.1 block: -5

Results for NC1=NC(=O)C(Cc2cccc(Cl)c2Cl)S1 (stereo not given) ?
CXXC DNA block: 2%; Giardia kill: 5; TRPV1 ag: 11; USP2a block: 2%; B2AR arrestin: -0.9%; PKM2 activator: 6%; GALK inhibitor: 0%; Menin MLL FP TR: -21%; hERG WT inh: 3; Coupling enz: -2; KCNH2 3.1 block: -13

How did Cc1ccc(NC(=O)Cc2nnc(SCC(=O)c3ccc(Br)cc3)n2C)cc1 do in these assays?
CXXC DNA block: 21%; Giardia kill: 3; TRPV1 ag: -1; USP2a block: 0%; B2AR arrestin: 0.1%; PKM2 activator: -5%; GALK inhibitor: -1%; Menin MLL FP TR: -27%; hERG WT inh: 10; Coupling enz: 1; KCNH2 3.1 block: 8

How did Cn1cc(Br)c(C(=O)NC(=S)Nc2ccc(S(N)(=O)=O)cc2)n1 do in these assays?
CXXC DNA block: 5%; Giardia kill: -4; TRPV1 ag: 0; USP2a block: 1%; B2AR arrestin: 0.0%; PKM2 activator: -4%; GALK inhibitor: 0%; Menin MLL FP TR: 6%; hERG WT inh: -3; Coupling enz: -1; KCNH2 3.1 block: -37

What do the screens show for `O=C(Nc1c(Cl)cccc1Cl)c1cc(-c2ccco2)on1`?
CXXC DNA block: 30%; Giardia kill: -5; TRPV1 ag: 1; USP2a block: 2%; B2AR arrestin: -1.1%; GALK inhibitor: -3%; hERG WT inh: 11; Coupling enz: 1; KCNH2 3.1 block: -17

How did Cc1noc(C)c1CSc1nnc2cc(C)c3ccccc3n12 do in these assays?
CXXC DNA block: 0%; Giardia kill: 17; TRPV1 ag: 0; USP2a block: 0%; B2AR arrestin: -0.9%; PKM2 activator: 1%; GALK inhibitor: 3%; Menin MLL FP TR: 4%; hERG WT inh: 3; Coupling enz: 1; KCNH2 3.1 block: -4

Results for Cc1ccc(NC(=O)C(C)OC(=O)c2ccc(NC(=O)CC#N)cc2)cc1S(=O)(=O)N1CCOCC1 (stereo not given) ?
Giardia kill: -16; TRPV1 ag: -6; USP2a block: 1%; B2AR arrestin: 0.0%; hERG WT inh: 16; KCNH2 3.1 block: 13

Results for CC(C)OC(=O)Nc1ccc(Oc2c(F)c(F)c(F)c(F)c2F)cc1 ?
CXXC DNA block: 4%; Giardia kill: -2; TRPV1 ag: inconclusive; USP2a block: 4%; B2AR arrestin: 0.0%; PKM2 activator: 0%; GALK inhibitor: 1%; Menin MLL FP TR: 2%; hERG WT inh: -1; Coupling enz: 3; KCNH2 3.1 block: -23

Results for Cc1ccccc1C(=O)NC1CCN(CC(=O)NCc2ccccc2)CC1 ?
CXXC DNA block: 0%; Giardia kill: -3; TRPV1 ag: 0; USP2a block: 4%; B2AR arrestin: 0.4%; PKM2 activator: -9%; GALK inhibitor: -4%; Menin MLL FP TR: -10%; hERG WT inh: 3; Coupling enz: 0; KCNH2 3.1 block: -10

How did Cc1ccc(NC(=O)CSc2nc(C)c(C)c(C)n2)c([N+](=O)[O-])c1 do in these assays?
CXXC DNA block: 11%; Giardia kill: -7; TRPV1 ag: 0; USP2a block: -1%; B2AR arrestin: -0.8%; PKM2 activator: -3%; GALK inhibitor: 0%; Menin MLL FP TR: -8%; hERG WT inh: 2; Coupling enz: 2; KCNH2 3.1 block: 9

Results for COc1ccc(N2CCN(C(=O)c3cccc(N4C(=O)C5C6C=CC(C6)C5C4=O)c3)CC2)cc1 (stereo not given) ?
CXXC DNA block: -17%; Giardia kill: 4; TRPV1 ag: 4; USP2a block: 1%; B2AR arrestin: 0.0%; GALK inhibitor: -2%; Menin MLL FP TR: inconclusive; hERG WT inh: -11; Coupling enz: 0; KCNH2 3.1 block: -13

Results for COC(=O)c1ccc(C(=O)OC)c(NC(=O)C(C)(C)C)c1 ?
CXXC DNA block: 3%; Giardia kill: 22; TRPV1 ag: 9; USP2a block: 2%; B2AR arrestin: 3.8%; PKM2 activator: -1%; GALK inhibitor: 1%; Menin MLL FP TR: 0%; hERG WT inh: 11; Coupling enz: -1; KCNH2 3.1 block: 16

How did Cc1ccc2[nH]cc(S(=O)(=O)c3ccc(F)cc3)c(=O)c2c1 do in these assays?
CXXC DNA block: 4%; Giardia kill: -4; TRPV1 ag: 15; USP2a block: 0%; B2AR arrestin: -0.5%; GALK inhibitor: 0%; Menin MLL FP TR: inconclusive; hERG WT inh: 3; Coupling enz: 1; KCNH2 3.1 block: 15

How did Cc1cccc(N(C(=O)Cn2nnc3ccccc32)C(C(=O)NC(C)(C)C)c2ccsc2)c1C (stereo not given) do in these assays?
CXXC DNA block: -9%; Giardia kill: -1; TRPV1 ag: 17; USP2a block: 0%; B2AR arrestin: 0.0%; PKM2 activator: 5%; GALK inhibitor: 0%; Menin MLL FP TR: -1%; hERG WT inh: 7; Coupling enz: 0; KCNH2 3.1 block: -7

Screening results deposited in PubChem BioAssay by National Center for Advancing Translational Sciences (NCATS).

This is a subset; the hit share may differ from the screen's.
